mcGAS RapidFire: inhibitors of mouse cGAS; Q8C6L5; 130,000 compounds, 0.18% hits; inhibition, % at 12.5 µM; recombinant mouse cGAS, cGAMP by RapidFire MS;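 active means inhibition of cGAS enzyme activity at or above 60%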;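 further: enzyme stimulated by 45 bp dsDNA with ATP and GTP substrates; cGAMP share of summed cGAMP plus half ATP and half GTP signals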
Target sequence (Q8C6L5 whole entry, looked up): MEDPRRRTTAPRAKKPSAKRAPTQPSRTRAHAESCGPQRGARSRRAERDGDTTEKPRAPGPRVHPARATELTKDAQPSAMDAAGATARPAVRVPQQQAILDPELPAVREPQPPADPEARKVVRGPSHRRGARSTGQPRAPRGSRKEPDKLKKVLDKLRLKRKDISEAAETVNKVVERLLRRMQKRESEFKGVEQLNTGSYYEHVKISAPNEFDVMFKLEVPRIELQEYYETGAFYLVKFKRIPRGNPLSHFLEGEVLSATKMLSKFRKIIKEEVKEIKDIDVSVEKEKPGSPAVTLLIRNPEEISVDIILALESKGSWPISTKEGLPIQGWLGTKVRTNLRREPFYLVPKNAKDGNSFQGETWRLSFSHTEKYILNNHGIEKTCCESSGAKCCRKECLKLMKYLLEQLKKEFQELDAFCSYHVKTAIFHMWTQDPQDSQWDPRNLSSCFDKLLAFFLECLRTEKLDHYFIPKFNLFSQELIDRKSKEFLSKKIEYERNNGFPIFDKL
Starred values were filed as active, the others as inactive; & = joins results of further samples.

Start of the data: the first 6 records as a preview:
mcGAS RapidFire,Structure
-5,COc1ccc(-c2cn3nc(SCC(=O)N4CCN(c5ccccc5)CC4)ccc3n2)cc1
-4,C#CC(C)(C)NC(=O)Cc1csc(SCC)n1
6,O=C(NCCSCc1ccccc1F)c1cc(Cl)c2c(c1)OCCO2
0,Fc1ccc(C2CC(c3ccccc3)=Nc3nnnn32)cc1 (centres undefined)
-5,CCN(Cc1ccc(OC)c(OC)c1)S(=O)(=O)c1ccc2c(c1)CCCC2
-3,O=C1c2ccccc2C(=O)N1CN(Cc1ccccc1)CN1C(=O)c2ccccc2C1=O

Main list, from the first entry:
mcGAS RapidFire,Structure
-5,COc1ccc(-c2cn3nc(SCC(=O)N4CCN(c5ccccc5)CC4)ccc3n2)cc1
-4,C#CC(C)(C)NC(=O)Cc1csc(SCC)n1
6,O=C(NCCSCc1ccccc1F)c1cc(Cl)c2c(c1)OCCO2
0,Fc1ccc(C2CC(c3ccccc3)=Nc3nnnn32)cc1 (centres undefined)
-5,CCN(Cc1ccc(OC)c(OC)c1)S(=O)(=O)c1ccc2c(c1)CCCC2
-3,O=C1c2ccccc2C(=O)N1CN(Cc1ccccc1)CN1C(=O)c2ccccc2C1=O
-3,O=C(O)Cc1ccc(CN2CC3(CCNCC3)CC2C(=O)O)cc1 (centres undefined)
-4,COc1c(NS(=O)(=O)c2cc(F)ccc2Cl)c(C)nn1C
-1,c1cncc(-c2ncc3c(n2)CCCC3NCc2cc3ccccc3o2)c1 (centres undefined)
-4,COC(=O)c1ccc(CNC(=O)NCCc2ccco2)cc1
-5,O=C(CSc1nnnn1C1CCCC1)c1cc2ccccc2o1
-2,COc1ccc(-c2noc(-c3ccc(F)cc3)n2)cc1OC

mcGAS RapidFire,Structure
-4,CCCOc1ccc(C=C2SC(=S)NC2=O)cc1
0,CC(=O)Nc1ccc(NC(=O)CSc2ncc(CO)n2CC(=O)NC(C)C)cc1
1,Cn1ccnc1C(=O)C1CCCN(C(=O)c2cn(CCC3CCCCC3)nn2)C1 (centres undefined)
-14,Nc1ccc(S(=O)(=O)c2ccc(Cl)cc2)cc1
-4,Cc1cccn2c(=O)nc(SCc3cccc(Cl)c3)nc12
-23,CN1CCN(C(=O)c2cc3n(n2)CCN(Cc2nccn2C)C3)CC1
-22,Cc1ccc2c(C(=O)N3[C@@H]4CC[C@H]3CC(O)C4)cc(C)nc2c1 (some centres undefined)
-4,CC(=O)Oc1ccccc1Cn1c(C)c(C(=O)NC2CC2)sc1=O
-7,c1ccc(CCC2CCCCN2Cc2nc(-c3cnccn3)no2)nc1 (centres undefined)
-10,O=C1CSC(c2ccc(F)c(F)c2)N1c1ccc(O)cc1 (centres undefined)
-8,COC(=O)c1nnn(-c2cccc(C(F)(F)F)c2)c1N
-5,COc1ccc(CCS(=O)(=O)Nc2ccc3c(c2)CCC(=O)N3Cc2ccccc2)cc1

mcGAS RapidFire,Structure
1,Cc1ccccc1S(=O)(=O)NC(=O)c1ccc(S(C)(=O)=O)cc1
3,COc1ccc(CNC(=O)c2cccc(S(=O)(=O)N3CC4(C)CC3CC(C)(C)C4)c2)cn1 (centres undefined)
-5,C=CCNC(=O)N1CCOC(CCc2ccccc2)C1 (centres undefined)
-7,COc1ccc(CNC(=O)CCC2CCCN(C(=O)Cn3cccn3)C2)c(OC)c1 (centres undefined)
-12,OCc1ccc(-c2nccn2Cc2cc3ccccc3s2)o1
-6,COCCN1CCN(c2nc(C(=O)NC(C)C)cs2)C1=O
-19,CC(Cc1cnccn1)NC(=O)c1cn(C/C=C/c2ccccc2)nn1 (centres undefined)
-9,Cc1cc(CNC(=O)C2CCN(S(=O)(=O)c3ccc4c(c3)OCCO4)CC2)ccc1F
4,Cc1cc2nnc(SC(C(=O)NC(N)=O)C(C)C)n2c(C)n1 (centres undefined)
27,CN(Cc1ccc(-c2nc(-c3cccnc3)cc(=O)[nH]2)cc1)Cc1ccco1
-10,COCCNC(=O)c1ccc(OC2CCN(C(C)CSC)CC2)c(Cl)c1 (centres undefined)
-4,CC1(c2cc(F)ccc2F)NC(=O)N(Cc2ccc(C#N)cc2F)C1=O (centres undefined)

mcGAS RapidFire,Structure
-4,COc1cn2c(cc1=O)C(=O)N(CCNC(=O)c1ccccc1SC)CC2
-16,Cc1nnc(C(C)NC(=O)Nc2ccc(C(F)(F)F)cc2)o1 (centres undefined)
-7,CC(NC(=O)Nc1ccncc1)C(O)c1ccc(Br)cc1 (centres undefined)
0,CCn1nnc2c(=O)n(CC(=O)N3CCN(c4ccccc4)CC3)cnc21
-3,O[C@@H]1CN(CC2CCCCC2)CC[C@H]1N1CCN(c2ccccc2F)CC1
1,Cc1ccc(S(=O)(=O)N(C)C)cc1N=c1scc(-c2ccco2)n1C1CC1
-2,N#Cc1ccc(Cl)cc1N1CCCC(C2OCCO2)C1 (centres undefined)
-12,OC(c1ccccc1)c1ncc(-c2ccccc2F)[nH]1 (centres undefined)
-3,O=c1c2sccc2n(Cc2cc(=O)n3cc(Cl)ccc3n2)c(=O)n1-c1cc(F)ccc1F
8,O=C(Nc1ccccc1)Nc1cccc(-c2cn3cccnc3n2)c1
3,N#Cc1ccc(C2CC(c3ccc(F)cc3)=Nc3nc(C(F)(F)F)nn32)cc1 (centres undefined)
4,Cn1c(CNc2ccc(I)cc2)cc(=O)n(C)c1=O

Arranged by the number under mcGAS RapidFire (ascending): five of the compounds above
| compound | mcGAS RapidFire |
| --- | --- |
| COc1cn2c(cc1=O)C(=O)N(CCNC(=O)c1ccccc1SC)CC2 | -4 |
| O[C@@H]1CN(CC2CCCCC2)CC[C@H]1N1CCN(c2ccccc2F)CC1 | -3 |
| N#Cc1ccc(Cl)cc1N1CCCC(C2OCCO2)C1 (centres undefined) | -2 |
| Cc1ccc(S(=O)(=O)N(C)C)cc1N=c1scc(-c2ccco2)n1C1CC1 | 1 |
| O=C(Nc1ccccc1)Nc1cccc(-c2cn3cccnc3n2)c1 | 8 |

Further records
mcGAS RapidFire,Structure
-13,Cc1[nH]c2ccc(CNC(=O)CC3CCS(=O)(=O)C3)cc2c1C (centres undefined)
-11,CCCN(Cc1ccncc1)C(=O)c1c[nH]c(=O)cn1
1,CCc1ccc(OCC(O)CSc2nncn2C)cc1 (centres undefined)
-5,NCC1CCCCC1CC(=O)O (centres undefined)
2,CC(Sc1ccccc1)C(=O)NNC(=O)c1cccc(S(=O)(=O)N(C)C)c1 (centres undefined)
-9,Cc1cc(C(F)(F)F)nc(CNC(=O)c2ncccc2C)n1
-30,CC(c1cc2ccccc2o1)N(C)C(=O)c1ccc2c(c1)OCC(=O)N2 (centres undefined)
-7,FC(F)(F)CCCN1CCC(n2cc(C3CCCCC3)nn2)CC1
-15,Cc1cc(Oc2cccc(C#N)c2C#N)cc(Oc2cccc(C#N)c2C#N)c1
-13,CCOC(=O)N1CCN(c2ccc(/C=C(\C#N)c3nc4ccccc4n3C)o2)CC1
-10,O=C1Nc2ccccc2C1=NN1C(=O)c2ccccc2C1=O
-4,O=C(Cc1ccc2c(c1)OCCO2)Nc1ccccc1N1CCCCC1

mcGAS RapidFire,Structure
-4,C=Cc1ccc(CSc2nncn3c2cc2occc23)cc1
-1,C=C(C)Cn1c(N2CCCCC2C)nc2c1c(=O)[nH]c(=O)n2C (centres undefined)
-3,CCOc1ccccc1NC(=O)CC(=O)N(C)C1CCN(C)C1 (centres undefined)
-7,CC(Oc1cccc(Cl)c1)C(=O)Nc1n[nH]c(-c2ccccc2)n1 (centres undefined)
-3,O=C(CCn1c(=O)oc2ccccc21)OCC(=O)c1ccc(Br)cc1
-8,O=C(Cc1ccc2c(c1)OCO2)NC1CCc2cc(Cl)ccc21 (centres undefined)
-9,Cc1cc(S(N)(=O)=O)cc(C)c1O
-3,COc1cc(OC)c(C2=CCN(S(=O)(=O)c3ccc4[nH]c(=O)[nH]c4c3)CC2)c(OC)c1
-7,COCCN1CCC(NC(=O)Nc2cccc(-n3ccc(C)n3)c2)C1 (centres undefined)
-3,COc1ccc(Cl)cc1NS(=O)(=O)c1cccc(Br)c1
9,Cc1cccc(CN2CCC(NC(=O)N3CCc4ccccc43)CC2)c1
-18,Cc1nn(CCNC(=O)C[C@@H]2C[C@@H]3C=C[C@H]2C3)c(C)c1Cl

A different layout for part of the listing above.
SMILES	mcGAS RapidFire
CCOc1ccccc1NC(=O)CC(=O)N(C)C1CCN(C)C1 (centres undefined)	-3
O=C(CCn1c(=O)oc2ccccc21)OCC(=O)c1ccc(Br)cc1	-3
COCCN1CCC(NC(=O)Nc2cccc(-n3ccc(C)n3)c2)C1 (centres undefined)	-7

Next part:
mcGAS RapidFire,Structure
-3,Cc1ccc(OCCNC(=O)Cc2c(C)nc3nc(N)nn3c2C)c(C)c1
-8,O=S(=O)(NCCCNS(=O)(=O)c1ccc(Cl)cc1)c1ccc(Cl)cc1
-5,Cc1ccc(NC(=O)c2sc(=O)n(Cc3cccc(F)c3)c2C)cc1
-25,Cc1ccnc(CC(C)N(C)C(=O)C2c3ccccc3-c3ccccc32)c1 (centres undefined)
-5,O=C(CCn1ccc(=O)[nH]c1=O)Nc1ccc2c(c1)CCC(=O)N2
19,COC(=O)[C@@H]1C[C@@H](N(C)C)CN1S(=O)(=O)c1c(C)ccc2nsnc12
3,CCN(C(=O)C(C)OC(=O)c1cc(=O)c2ccccc2o1)c1ccccc1 (centres undefined)
-2,COc1ccc(C2Nc3ccccc3C(=O)N2c2ccc(F)cc2)cc1CSc1ccccn1 (centres undefined)
-12,CN(Cc1ccccc1)C(=O)[C@H](Cc1ccc2ccccc2c1)NC(=O)[C@@H]1C[C@@H](O)CN1C(=O)c1cn(C)c2ccccc12
-11,CC1COC(c2ccccc2)C(C)N1C(=O)CCN1C(=O)CCC1=O (centres undefined)
-1,CCCS(=O)(=O)c1c(S(=O)(=O)CCC)c2cnccn2c1C(=O)c1ccc(Cl)cc1
4,O=S(=O)(c1ccc(F)c(F)c1F)N1CCN(C(=S)NC2CC3CCC2C3)CC1 (centres undefined)

mcGAS RapidFire,Structure
-17,CSC1=NCCN1C(=O)CCC(=O)c1ccc(F)cc1F
-5,COc1cccc(CN2CCN(Cc3nc(-c4ccc(OC)c(C)c4)oc3C)CC2=O)c1
-4,COCCN=c1scc(-c2ccc(Cl)c(Cl)c2)n1N=Cc1ccc2c(c1)OCCO2
1,NCC(=O)Nc1ccc(-c2cccc3ccsc23)cc1F
5,Cc1cc(NC(=O)NC2C3CCC(C3)C2CO)no1 (centres undefined)
-10,O=C1C=C(NCCN2CCOCC2)CC(c2ccco2)C1 (centres undefined)
8,O=C(c1ccoc1)N1CCC2(CCCN(Cc3ccc(F)cc3)C2)C1 (centres undefined)
7,O=C(c1cc(COc2ccccc2)[nH]n1)N(Cc1cccnc1)C1CC1
-2,Cc1nc(-c2cccnc2)nc(NCC(C)C#N)c1C (centres undefined)
-6,COC(=O)c1ccccc1NC(=O)CSc1nnnn1C1CCCC1
0,CCOc1ncccc1C(=O)NC1CCN(c2ccccc2)CC1
-7,Cc1ccc(CC2(NC(=O)c3cccc(-n4cnnc4)n3)CC2)cc1

mcGAS RapidFire,Structure
3,Nc1cc(-c2csc(C(=O)O)c2)c2cc[nH]c2n1
-18,Cc1cc(NC2CC(=O)N(CC(C)(C)C)C2)nc(-c2ccccc2)n1 (centres undefined)
-11,Cc1nsc(NC(=O)N2CCC(Sc3ccccc3C)CC2)n1
-2,O=C(CN1CCN(C(=O)c2cccs2)CC1)Nc1ccc(I)cc1
-5,Cc1cc(=O)[nH]c(-c2ccc(NC(=O)c3cc(F)ccc3C)cc2)n1
-6,Cc1ccc(-c2n[nH]c(=S)n2CC(=O)Nc2ccc3c(c2)OC2(CCCC2)O3)cc1
1,O=C(c1cc(Cn2cnc3ccccc32)[nH]n1)N1CCC1c1ccc(F)cc1 (centres undefined)
-3,CCc1nc(C)c(C(C)=O)c(SC(C)C(=O)NCC(F)(F)F)n1 (centres undefined)
6,CC(C)(C)c1ccc(C(=O)N=Nc2c(O)[nH]c3ccccc23)cc1
5,CCCNC(=O)C(C)NC(=O)c1n[nH]c(C(C)C)c1Br (centres undefined)
-6,O=C(O)c1ccc(-c2ccc3cc(C45CC6CC(CC(C6)C4)C5)c(O)cc3c2)cc1
0,c1csc(-c2nnc(SCc3cscn3)n2C2CC2)c1

mcGAS RapidFire,Structure
8,O=C(O)c1cc(C2=CCCCC2)cc(S(=O)(=O)NCC2CCCO2)c1 (centres undefined)
-10,O=C1CSC(c2cc3c(cc2Br)OCO3)N1c1ccccc1 (centres undefined)
-7,CCNC(=O)C1(C)CCN(Cc2ccc(C(F)(F)F)cc2)C1 (centres undefined)
-8&-1,CSCCNC(=O)CC1C(=O)NCCN1CC1CCCCC1 (centres undefined)
-9,CCc1cnc(N2CC3ON=C(c4ccc(F)cc4)C3C2)nc1 (centres undefined)
11,O=C(Cc1ccc(Cl)cc1Cl)Nc1ccc(NC(=O)C2CC2)cc1C(F)(F)F
2,COc1cccc2c(SCC(=O)N3CCCC3)nccc12
4,CCCCCCSc1s[nH]c(=O)c1C#N
7,COC(C)(C)CC(C)NCc1nc(C)c2c(n1)CCCC2 (centres undefined)
-6,Cc1oc(C)c(S(N)(=O)=O)c1C(=O)Nc1ccc(C(C)C)cc1
-5,c1ccc(NC2CCCN(C3CCSCC3)C2)cc1 (centres undefined)
1,C=CCN(CCC(=O)NC(N)=O)c1nc2c(s1)CCCC2

mcGAS RapidFire,Structure
-4,Cc1nn(Cc2ccccc2Cl)c(C)c1[N+](=O)[O-]
-3,Cc1ccc(C(C)NC(=O)COC(=O)CN(C)c2ncccn2)cc1C (centres undefined)
-8,CCNC(=O)c1sc(-c2ccc(C(F)(F)F)cc2)nc1C
4,O=C(O)CSc1cccc2cccnc12
-8,CCOc1cc(C(=O)Nc2c3c(nn2C(C)(C)C)CS(=O)C3)cc(OCC)c1OCC (centres undefined)
-11,O=C(C1=CCCC1)N1CC[C@@H](N2CCN(c3ccccc3F)CC2)[C@H](O)C1
-9,CC(C)NC(=O)CCn1cnc2ccc(Br)cc2c1=O
-17,CCOc1ccc(Cl)cc1CN(C)Cc1cc2n(n1)CCNC2
3,CCCn1ccnc1CN1CCC(N2CCCC2=O)CC1
-2,Cc1cc(C)cc(N(CCC(=O)N2CCNC(=O)C2)S(=O)(=O)c2ccc(Cl)cc2)c1

Screening data (PubChem)

The list is partial; rates above refer to the full screens.
